D2 potentiator: positively modulates the human D2 dopamine receptor allosterically; P14416; HEK293 T-REx D2, calcium flux, EC20 dopamine potentiation; potentiation, % at 10 µM; 0.34% of 340,000 active; AID 485347;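 active = potentiation over 3 SD above the plate norm, cut at about 30% in these data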; note: 0% is about no effect
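Tetracycline-induced Hek293 Trex D2 cells, force-coupled to calcium, loaded with no-wash calcium dye. Compound added with 180 s kinetic read for agonism, then EC20 dopamine and a further 180 s read for potentiation.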
RXFP1 agonist: activates the human relaxin receptor RXFP1. HEK293T-RXFP1 cAMP TR-FRET, 30 min; response scale: percent of porcine relaxin response, buffer zero. Potency, µM (highest dose often 57.5 µM), for the others: at the top dose activation, hits mostly activators. 0.3% of 370,000 active. AID 2676; note: potency is the fitted concentration of half-maximal effect; % is set by controls: 0 for no effect and ±100 for the full control effect; nearly all actives have a fitted effect of over 60% in size; many of its hits are not listed in these tables
Target sequence (Q9HBX9 whole entry, looked up): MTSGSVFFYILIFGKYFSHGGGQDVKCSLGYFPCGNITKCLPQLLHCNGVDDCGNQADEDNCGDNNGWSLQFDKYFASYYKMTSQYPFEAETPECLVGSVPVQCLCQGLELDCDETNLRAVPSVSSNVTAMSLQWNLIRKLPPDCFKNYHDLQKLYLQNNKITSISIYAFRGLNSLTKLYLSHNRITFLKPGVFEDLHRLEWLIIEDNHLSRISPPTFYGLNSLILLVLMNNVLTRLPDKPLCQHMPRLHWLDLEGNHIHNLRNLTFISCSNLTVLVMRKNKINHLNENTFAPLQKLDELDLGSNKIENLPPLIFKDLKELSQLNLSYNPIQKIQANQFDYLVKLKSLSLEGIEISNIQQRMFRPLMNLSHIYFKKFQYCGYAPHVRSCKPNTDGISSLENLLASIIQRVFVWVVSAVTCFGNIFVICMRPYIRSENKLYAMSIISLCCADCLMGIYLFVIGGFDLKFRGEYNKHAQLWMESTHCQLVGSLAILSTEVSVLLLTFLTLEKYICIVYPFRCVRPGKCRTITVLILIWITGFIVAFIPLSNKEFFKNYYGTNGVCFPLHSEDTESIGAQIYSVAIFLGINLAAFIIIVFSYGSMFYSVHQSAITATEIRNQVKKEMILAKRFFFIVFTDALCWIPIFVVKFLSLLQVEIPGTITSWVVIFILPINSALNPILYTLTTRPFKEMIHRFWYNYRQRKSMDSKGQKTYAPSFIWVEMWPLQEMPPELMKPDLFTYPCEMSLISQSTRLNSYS
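HEK293T cells stably expressing RXFP1 were pretreated with the PDE4 inhibitor Ro 20174, exposed to compounds for 30 min at 37C, lysed, and cAMP was read by TR-FRET. Data normalized to buffer (basal) and 29 nM porcine relaxin (100%).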
Vif-APOBEC3G blk: blocks the Vif interaction with human APOBEC3G | HeLa A3G-eYFP + Vif (tagged APOBEC3G with the HIV-1 protein that degrades it), YFP fluorescence, overnight | 0.076% of 410,000 active | AID 602310 | Potency, µM (titrated, usually from 46.1 µM), for the others: top-dose activity, negative = active, most hits filed as inhibitors | Q9HC16;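 note: potency is the fitted concentration of half-maximal effect; % is set by controls: 0 for no effect and ±100 for the full control effect; nearly all actives have a fitted effect of over 60% in size; hits raise eYFP signal because A3G escapes Vif-driven loss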
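HeLa cells stably expressing Vif and C-terminally eYFP-tagged A3G, seeded overnight at 37 deg C, then exposed to compound by pintool overnight at 37 deg C. Rise in yellow fluorescence (Ex 488/Em 500-530, Acumen) marks blocked Vif-driven A3G degradation.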
D1 PAM: potentiators of human D1 dopamine receptor | 0.036% of 360,000 active | HEK293 TREx D1 cells, calcium flux, dopamine EC20 potentiation | P21728 | potentiation, % at 10 µM; in the data active = potentiation above about 30%; note: 0% is about no effect
D1 ag: agonists of human D1 dopamine receptor. HEK293 T-REx D1 cells, calcium flux, agonist mode. P21728. AID 504660. activation, % at 2 µM. 1% of 360,000 active; in the data active = activation above about 30%; note: 0% is about no effect
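Inducible HEK293 T-REx D1 cells, force-coupled to calcium signalling, were plated at 4000 cells/well with tetracycline and held overnight at 30 C. After no-wash calcium dye loading, compound-evoked calcium rise over 180 s flagged agonists.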
Vif-A3F inh: inhibitors of Vif-A3F interaction; 0.2% of 390,000 active; AID 602313; Potency, µM (highest dose often 46.1 µM), without a hit: top-dose activity, negative = active; HeLa A3F-eYFP + Vif (tagged APOBEC3F with the HIV-1 protein that degrades it), YFP fluorescence increase; note: potency is the fitted concentration of half-maximal effect; % of control where 0% means no effect; nearly all actives have a fitted effect of over 65% in size
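HeLa cells stably expressing Vif plus C-terminally eYFP-tagged A3F were seeded, incubated overnight at 37 deg C, dosed with compound, incubated overnight again at 37 deg C. Yellow fluorescence (Ex 488/Em 500-530) reported blocked Vif-mediated A3F-eYFP degradation.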
D1 antagonist: human D1 dopamine receptor antagonism. P21728. HEK293 TREx D1 cells, calcium flux, dopamine EC80; hits give low values. activity change, negative = inhibition, % at 10 µM. AID 504652. 3.2% of 360,000 active; in the data active = activity change below about -30%; note: % is set by controls: 0 for no effect and ±100 for the full control effect
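Kinetic fluorescence of a calcium dye serves as the read-out. D1-expressing Hek293 Trex cells, induced overnight at 30 C, are exposed to compound for 180 s before an EC80 dopamine addition, then read 180 s further.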
LDHA block: blocks human lactate dehydrogenase A | P00338 | purified LDHA, NADH/diaphorase-resazurin fluorescence; hits give low values | activity change, % (values are at about 110 or 230 µM) | 0.15% of 480,000 active; in the data active = activity change below about -30%; inconclusive = mostly about -25% to -30%;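 note: plate controls were DMSO wells for no effect and wells without enzyme for full effect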
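Remaining NADH was detected by diaphorase (0.133 mg/mL) converting 37 µM resazurin to fluorescent resorufin, read at 0 and 20 minutes. The preceding 5-minute room-temperature reaction used 2 nM LDHA, 0.2 mM sodium pyruvate and 0.06 mM NADH at pH 7.4.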
GRP78 ERSR act: inducers of ER stress response in human glioma cells | U87-MG GRP78 promoter luciferase reporter, 16 h | Potency, µM, for inactives: at the highest dose activation, actives largely listed as activators | 0.02% of 420,000 active; note: potency is the fitted concentration of half-maximal effect; series mostly up to about 76 µM; % of control where 0% means no effect; nearly all actives have a fitted effect of over 35% in size
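Stably transfected U87-MG human glioma cells carrying a GRP78-based luminescent sensor were seeded at 1000 cells/well, pin-dosed with compounds and incubated 16 h. Luciferase reagent was then added, and end-point luminescence was read after 10 min at room temperature.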
Numbers without * were called inactive; ? = inconclusive; nt = no result given; & = joins results of further samples. Unless noted, calls come from the whole dose curve; as a rule, active = well fitted curve in the direction sought with a large enough effect; inconclusive = small, poorly fitted or top-dose-only effect, or another doubt; inactive = no such curve, though single readings can be large; an effect the other way counts as inactive or inconclusive.

structure	D2 potentiator	RXFP1 agonist	Vif-APOBEC3G blk	D1 PAM	D1 ag	Vif-A3F inh	D1 antagonist	LDHA block	GRP78 ERSR act
COc1cc(CC(=O)Nc2ccccc2N2CCCCC2)cc(OC)c1OC	4.8	0.2%	-2.5%	-2.1	-0.3	-0.1%	2.0	-6.3	-2.0%
S=C1SCN(CCc2ccccc2)CN1CCc1ccccc1	nt	nt	?	nt	nt	?	nt	-6.7	4.5%
CC(c1ccon1)N(C)C(=O)CCc1nnc(Cc2ccc(-c3ccccc3)cc2)o1 (stereo not drawn)	5.6	1.7%	-3.9%	-2.1	17.6	0.3%	-10.8	-4.3	6.6%
Cc1ccc(C(=O)NC2CC(C)(C)NC(C)(C)C2)cc1Cl	-1.2	-0.4%	1.0%	-1.0	2.5	-1.2%	3.6	-9.8	-0.6%
COc1cc(NC(=O)COC(=O)c2cc(S(=O)(=O)N3CCCCC3)ccc2Cl)c(C)cc1[N+](=O)[O-]	-5.0	0.1%	6.7%	-4.2	4.0	-4.0%	-1.0	-1.1	-3.9%
COc1ccc(C(=S)N2CCOCC2)cc1OC(=O)c1cc(OC)c(OC)c(OC)c1	-11.5	0.6%	-6.7%	7.0	0.3	2.6%	13.5	-10.7	1.7%
O=C(Nc1ccc(Cl)cc1)c1ccco1	-8.2	-1.4%	-1.5%	-2.7	1.8	-11.2%	0.9	-2.2	1.1%
COC(=O)c1[nH]c2ccc(F)cc2c1NS(=O)(=O)c1ccc(OC)cc1OC	nt	-0.2%	-8.2%	-7.5	1.9	-2.0%	8.6	-3.2	-4.4%
O=C(O)CSc1nc2c(c(C(F)(F)F)n1)CCCC2	13.4&-2.6	-1.2%&-0.5%	-5.5%&-41.0%	-4.3&-5.5	2.1&1.2	-3.3%&1.4%	8.7&2.7	-2.0&1.5	-0.4%&-2.2%
Cc1ccc(N/C=C2\C(=O)N(c3ccc(F)cc3F)C(c3cccnc3)S2(=O)=O)cc1 (stereo not drawn)	3.2	3.4%	-1.0%	-7.3	3.0	-8.7%	-14.2	-7.5	0.0%

Whole records as entered above:
Record of COc1ccc(C(=S)N2CCOCC2)cc1OC(=O)c1cc(OC)c(OC)c(OC)c1 : D2 potentiator: -11.5; RXFP1 agonist: 0.6%; Vif-APOBEC3G blk: -6.7%; D1 PAM: 7.0; D1 ag: 0.3; Vif-A3F inh: 2.6%; D1 antagonist: 13.5; LDHA block: -10.7; GRP78 ERSR act: 1.7%
Record of COc1cc(CC(=O)Nc2ccccc2N2CCCCC2)cc(OC)c1OC : D2 potentiator: 4.8; RXFP1 agonist: 0.2%; Vif-APOBEC3G blk: -2.5%; D1 PAM: -2.1; D1 ag: -0.3; Vif-A3F inh: -0.1%; D1 antagonist: 2.0; LDHA block: -6.3; GRP78 ERSR act: -2.0%

Carrying on:
structure	D2 potentiator	RXFP1 agonist	Vif-APOBEC3G blk	D1 PAM	D1 ag	Vif-A3F inh	D1 antagonist	LDHA block	GRP78 ERSR act
CCN(C(=O)c1nn(C)c2c1CSc1ccccc1-2)c1cccc(C)c1	-1.2	0.9%	-0.1%	-0.6	4.2	8.4%	1.0	1.6	-3.8%
CCCN(CCC)C(=O)Cn1c(=O)n(-c2ccc(CC)cc2)c(=O)c2c3c(sc21)CCC3	8.1	0.5%	2.6%	0.2	0.0	10.3%	-4.7	-1.5	-1.0%
CC(=O)Nc1c(Cl)cc([N+](=O)[O-])c2ccccc12	nt	1.9%	-6.0%	-2.5	1.4	4.8%	-21.0	2.6	-3.2%
O=C1CCc2cc(NS(=O)(=O)c3ccc([N+](=O)[O-])cc3)cc3c2N1CCC3	-9.6	-0.6%	1.6%	-5.8	3.0	6.8%	-4.9	-2.7	-1.5%
CCN(CCNCC(O)COc1ccccc1C(C)C)c1cccc(C)c1 (stereo not drawn)	-19.9	4.7%	-3.0%	14.1	56.0*	6.8%	-27.4	-22.3	-18.4%
COc1cccc(OC)c1C(=O)OCC(=O)Nc1ccc(OC(F)(F)F)cc1	-6.6	0.8%	0.4%	-3.4	6.0	0.4%	-5.3	0.5	-4.2%
CC(OC(=O)Cn1c(C(F)(F)F)nc2ccccc21)C(=O)N1CCCc2ccccc21 (stereo not drawn)	-3.7	-0.4%	0.0%	-0.1	2.2	-3.6%	nt	-2.9	-3.2%
CCc1ccc(C(=O)COC(=O)CNC(=O)c2ccco2)cc1	13.5	-0.6%	-7.1%	-8.2	1.0	0.0%	2.2	-1.5	-3.9%
CS(=O)(=O)c1ccc(Cl)c(NC(=O)COC(=O)CNC(=O)c2cccs2)c1	-10.1	-0.5%	-0.1%	-3.6	2.4	1.2%	-2.5	-2.2	-1.9%
Cc1ccc(N2C(=O)c3ccccc3C2=O)nc1	1.1	1.9%	2.6%	16.4	3.0	5.8%	19.5	0.5	-2.1%

Following part.
structure	D2 potentiator	RXFP1 agonist	Vif-APOBEC3G blk	D1 PAM	D1 ag	Vif-A3F inh	D1 antagonist	LDHA block	GRP78 ERSR act
COc1cc(C)c(CNC2CCCCC2)cc1C	5.0	-1.3%	6.0%	2.0	2.4	0.0%	1.1	-8.9	-3.7%
CCOC(=O)c1[nH]c(C)c(CCC(=O)NC(C)c2ccccc2)c1C (stereo not drawn)	-12.8	-0.5%	-4.2%	-5.1	0.8	-3.7%	-5.8	-2.4	-2.0%
Cc1ccc(C(=O)NN=CC(=O)c2ccccc2)c(C)c1	nt	nt	-0.6%	nt	nt	4.3%	nt	-11.3	-11.4%
CCc1ccc(NC(=O)NCCN2CCN(c3ccc(OC)cc3)CC2)cc1	7.4	16.3%	1.0%	5.5	4.9	-6.4%	2.0	0.2	0.4%
Cc1cc(Br)cc(C)c1OCC(=O)Nc1ccc(S(=O)(=O)Nc2ncccn2)cc1	10.2	7.4%	-7.5%	-1.9	-0.8	3.6%	-4.9	-12.6	2.2%
O=C1CCC[C@@H]2C[C@@]3(C[C@@H]4CCN1[C@H]24)Nc1cc(Cl)ccc1NC3=NC1CCCCC1	nt	nt	0.2%&1.4%	nt	nt	-8.1%	nt	8.9	-0.1%&-4.7%
O=C(Nc1ccc(C(=O)N2CCOCC2)cc1)c1cccc(Br)c1	-17.4	0.1%	-3.3%	-7.4	3.5	3.3%	-6.8	-3.1	0.0%
CC#CC#Cc1cccc(=O)o1	-2.8	0.2%	-2.7%	-4.5	1.2	-6.1%	-1.6	-0.7	-7.3%
CCSc1nnc(NC(=O)CCC2CCCCC2)s1	nt	nt	-0.2%	nt	nt	7.8%	nt	-1.9	-0.6%
COc1ccc(CCNc2ncnc3c2c(C)c(C)n3CCO)cc1OC	0.1	1.0%	-6.9%	-4.7	5.9	-4.5%	-17.9	0.1	-0.1%

Other records
structure	D2 potentiator	RXFP1 agonist	Vif-APOBEC3G blk	D1 PAM	D1 ag	Vif-A3F inh	D1 antagonist	LDHA block	GRP78 ERSR act
Cc1ccc(S(=O)(=O)NCCC(=O)NCCc2ccc(S(N)(=O)=O)cc2)cc1C	nt	nt	-1.0%	nt	nt	-1.1%	nt	-8.6	-4.0%
Cc1cccc(NC(=O)CCNC(=O)c2ccccc2Cl)n1	-3.0	-2.0%	-0.5%	11.4	2.6	2.4%	9.3	-1.7	-6.1%
Cc1cc(C(C)(C)C)cc(C)c1CC1=NCCN1	-30.2	-1.3%	0.4%	-2.9	-0.1	-2.4%	-10.7	-3.0	-2.6%&2.0%&-2.5%&-3.9%
C=CCn1c(=O)c2ccccc2n2c(SCc3nnc(-c4ccccc4Br)o3)nnc12	-4.9	0.5%	1.0%	-1.3	0.8	-0.6%	2.0	1.8	-1.5%
Nc1ccc(N2CCN(c3ncc(C(F)(F)F)cc3Cl)CC2)c(C(F)(F)F)c1	nt	1.4%	-10.8%	-0.6	0.2	-8.5%	23.2	14.0	0.9%
CCN1CCN(C(=O)C2CCC(CNS(=O)(=O)c3ccc(NC(C)=O)cc3)CC2)CC1 (stereo not drawn)	3.0	0.4%	3.1%	-6.4	3.2	2.9%	-1.0	-7.8	-4.0%
CC(=O)c1c(C)[nH]c(C(=O)COc2ccc(C#N)cc2)c1C	-14.6	18.5%	-1.1%	-4.9	11.5	-9.5%	-22.3	-5.4	-7.0%
COc1ccccc1Nc1nc(N)nc(CSC(=S)N2CCOCC2)n1	7.3	1.8%	-4.2%	-1.6	-0.4	-5.1%	0.5	-0.9	7.8%
COC(=O)c1ccc(COc2ccc3c(C)c(C)c(=O)oc3c2)o1	9.3	3.9%	0.8%	0.2	4.6	-12.7%	2.7	-20.0	-0.5%
NC(=O)C1CCN(c2nc(-c3cccs3)cs2)CC1	nt	0.3%	4.7%	-7.2	0.3	7.0%	-8.4	-7.0	10.2%

(further entries)
structure	D2 potentiator	RXFP1 agonist	Vif-APOBEC3G blk	D1 PAM	D1 ag	Vif-A3F inh	D1 antagonist	LDHA block	GRP78 ERSR act
COc1ccc(C(CNC(=O)c2ccc3c(c2)OCCO3)N(C)C)cc1 (stereo not drawn)	nt	1.7%	0.8%	-4.3	2.7	-7.5%	25.2	-8.5	3.9%
COc1cc(C(C)=O)ccc1OCC(O)CN1CCN(c2ccc(C)cc2C)CC1 (stereo not drawn)	-20.4	0.1%	1.1%	-1.2	3.1	-12.6%	-38.7*	-1.0	1.2%
c1ccc(C2[C@H]3CN(CC4CCCCC4)[C@H](c4ccccc4)C34CC2(c2ccccc2)C4)cc1 (stereo partly drawn)	-5.5	-0.7%	-3.8%	10.2	3.4	-0.3%	28.0	-2.5	-4.4%
Cc1ccc(S(=O)(=O)N2CCC(C(=O)OCC(=O)NC(C)c3ccc(F)cc3)CC2)cc1C (stereo not drawn)	6.4	0.0%	2.8%	2.5	0.6	5.6%	-13.1	-0.1	-3.2%

Screening data: PubChem, National Center for Advancing Translational Sciences (NCATS)

Some of the compounds tested; the hit share may differ from the screen's.
